Wnt act: Wnt/beta-catenin pathway activators, primary screen, cell-based, plate reader, single point. activation, % at 9.35 µM. 300,000 compounds, 1.2% hits. Wnt/beta-catenin reporter cell assay, activator. AID 743398, 2014; in the data active = activation above about 30%, passing the limit was not always enough;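 note: 0% = neutral control wells and 100% = positive control wells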
RTF Ca sens inh: cardiac RTF calcium sensitivity inhibitors, primary screen, biochemical, IANBD-TnC fluorescence, EC70 calcium; IANBD-labeled cardiac RTF, Ca2+ fluorescence; inhibition, % at 7.15 µM; Troponin I, cardiac muscle (Homo sapiens) + Troponin T, cardiac muscle (Homo sapiens) + …; 340,000 compounds, 0.12% hits;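 active = inhibition above the mean inhibition of all tested compounds plus 3 SD, cut at about 17% in these data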;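 note: assay run at fixed EC70 calcium of 1.6 mM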
OPRM1-OPRD1 ag: agonists of OPRM1-OPRD1 heterodimerization, primary screen, cell-based, luminescence; 340,000 compounds, 0.3% hits; activation, % at 9.3 µM; cells; AID 504326, 2011; Mu-type opioid receptor (Homo sapiens) + Delta-type opioid receptor (Homo sapiens), …; in the data active = activation above about 18%;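 note: 0% = vehicle-treated cells and 100% = reference agonist; values of inactives mirror those of a sister screen read the other way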
OPRM1-OPRD1 inv: inverse agonists of MOR-DOR heterodimerization, primary screen, cell-based, luminescence. AID 504357, 2011. Mu-type opioid receptor (Homo sapiens) + Delta-type opioid receptor (Homo sapiens), …. inhibition, % at 9.3 µM. cell-based MOR-DOR heterodimer luminescence, inverse agonism. 340,000 compounds, 0.21% hits; in the data active = inhibition above about 22%, passing the limit was not always enough;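 note: 0% = cells with DMSO and 100% = wells without cells with DMSO; values of inactives mirror those of a sister screen read the other way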
DSG3 Ab inh: inhibitors of pemphigus antibody binding to DSG3, primary screen, biochemical, bead-based, flow cytometry, scFv-GFP; Desmoglein-3 (Homo sapiens), P32926; DSG3-coupled beads, scFv-anti-DSG3-GFP binding; active compounds read low; binding (percent of control), % at 10 µM; 310,000 compounds, 0.48% hits; AID 588358, 2011;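 active = binding more than 3 SD below its plate's average and above zero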;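 note: hits lower antibody fragment binding to DSG3; some compounds called inactive have numbers as strong as hits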
RTF Ca sens act: cardiac RTF calcium sensitivity activators, primary screen, biochemical, IANBD-TnC fluorescence, EC20 calcium; IANBD-labeled TnC RTF fluorescence at EC20 calcium; 0% EC20 calcium, 100% full calcium; activation, % at 7.2 µM; 340,000 compounds, 0.24% hits; AID 493008, 2010;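 active = activation above the mean over all tested compounds plus 3 SD, cut at about 30% in these data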;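 note: rise in fluorescence read as greater calcium sensitivity of cardiac thin filaments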
V-ATPase pHluor: regulators of yeast V-ATPase proton pumping, primary screen, pHLuorin cytosolic pH fluorescence; S. cerevisiae; response, % at 10 µM; 350,000 compounds, 0.37% hits; AID 504577, 2011; in the data active = response mostly above about 7.3%, no sharp cut-off; inactive = mostly below about 5.4%; note: actives read high; inactives centre near 0; some compounds called inactive have numbers as strong as hits; reference of the scale not given here
Arrestin-AP2 inh: inhibitors of beta-arrestin/AP2 binding, primary screen, biochemical, GPCR trafficking, flow cytometry | FITC-arrestin peptide / GST-AP2 beads; AP2 beta2 appendage carries R879A mutation | inhibition, % at 10 µM | 340,000 compounds, 0.31% hits | AID 504490, 2011;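 active = inhibition above a set limit, near 3 SD of compounds lacking own fluorescence, cut at about 54% in these data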;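 note: plate controls were DMSO wells for no effect and 5 µM unlabelled arrestin peptide for full effect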
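System: GST-AP2 R879A glutathione beads; medium: PBS, Tween 20 0.05%, BSA 0.1%; reagent: fluorescein-tagged arrestin peptide at 50 nM final; schedule: pre-incubation 12 min, peptide binding 1 h, room temperature; detection: flow cytometry, FL1 (488/535 nm); read-out: inhibition as reduced fluorescein signal on beads, percent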
LANA DNA inh: inhibitors of KSHV C-LANA binding to DNA, primary screen, biochemical, fluorescence polarization, FAM-LBS DNA, MBP-C-LANA, single point | inhibition, % at 9 µM | 340,000 compounds, 0.078% hits | Kaposi's sarcoma herpesvirus LANA C-terminal domain (residues 932-1162) DNA binding;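 active = highest replicate inhibition at or above 60% at 9 µM, even if other replicates fall short; inactive = all replicates below 60% inhibition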;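 note: 0% = neutral control wells and 100% = 4 µM acridine orange control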
Keap1 Nrf2 FP: Keap1-Nrf2 protein-protein interaction inhibitors, primary screen, biochemical, fluorescence polarization, single point | 340,000 compounds, 0.15% hits | Kelch-like ECH-associated protein 1 (Homo sapiens), Q14145 | AID 504523, 2011 | Keap1 Kelch-Nrf2 peptide fluorescence polarization, 1536-well | inhibition, % at 9.4 µM; in the data active = inhibition above about 12%;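 note: human Keap1 Kelch domain with fluorescein labeled Nrf2 9mer peptide probe; 0% = neutral control wells and 100% = peptide positive control; higher means more block of Keap1 binding to Nrf2 peptide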
Target sequence (Q14145 whole entry, looked up, the tested form may be a part): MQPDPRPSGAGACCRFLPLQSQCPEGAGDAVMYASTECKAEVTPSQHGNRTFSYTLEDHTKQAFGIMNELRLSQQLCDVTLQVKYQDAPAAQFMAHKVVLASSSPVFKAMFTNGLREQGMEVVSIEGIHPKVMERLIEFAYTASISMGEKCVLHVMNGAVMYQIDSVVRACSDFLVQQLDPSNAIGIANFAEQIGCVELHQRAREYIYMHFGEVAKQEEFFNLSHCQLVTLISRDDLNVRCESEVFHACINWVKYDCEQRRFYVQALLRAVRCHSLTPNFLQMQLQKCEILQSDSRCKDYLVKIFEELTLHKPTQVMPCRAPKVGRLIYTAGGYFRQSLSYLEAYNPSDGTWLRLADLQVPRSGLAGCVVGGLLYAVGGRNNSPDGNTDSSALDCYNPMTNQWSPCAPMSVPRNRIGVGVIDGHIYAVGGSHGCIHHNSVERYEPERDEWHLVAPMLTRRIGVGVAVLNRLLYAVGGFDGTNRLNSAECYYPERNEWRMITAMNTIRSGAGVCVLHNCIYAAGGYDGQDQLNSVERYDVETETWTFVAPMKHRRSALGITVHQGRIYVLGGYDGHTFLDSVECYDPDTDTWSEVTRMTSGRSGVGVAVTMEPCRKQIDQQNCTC
Starred values were filed as active, the others as inactive; x = not tested or not shown. Compounds as they come; about 3.1% have a hit in one of these screens.

nr	Wnt act	RTF Ca sens inh	OPRM1-OPRD1 ag	OPRM1-OPRD1 inv	DSG3 Ab inh	RTF Ca sens act	V-ATPase pHluor	Arrestin-AP2 inh	LANA DNA inh	Keap1 Nrf2 FP	molecule
1	-1	-16	-0.8	4	97	1	1	-2	-0.3	-1	NC(=S)NN=C1CCCCC12CCCC2
2	x	2	-3.2	14	112	-5	-9	14	-0.6	-2	CC(=O)c1cc(C)ccc1OC(=O)c1cccnc1
3	-1	-11	-1.9	12	101	-9	1	-1	-0.8	-1	Cc1ccc(N2C(=O)Nc3ccc(Br)cc3C2(O)C(=O)NCCCN(C)C)cc1C (centres undefined)
4	-3	7	-0.5	3	102	-9	-1	-1	-0.3	-4	O=C(NC1CCCCC1)c1cc(-c2ccc(O)cc2)on1
5	4	-5	-1.2	6	99	0	-2	1	2.2	3	COc1cc(C(C)=O)ccc1O
6	-2	4	-2.9	16	91	4	-1	79*	-0.3	-3	CCOC(=O)CN1C(=O)NC2NC(=O)NC21 (centres undefined)
7	x	-8	-3.1	18	115	-6	-1	25	1.9	-2	COCCNCCOCCOc1cccc(OC)c1
8	-6	-12	-1.9	10	x	-3	4	5	-1.2	-2	CCc1ccc(NC(=O)C2CCCN(S(=O)(=O)c3cccs3)C2)cc1 (centres undefined)
9	x	-6	-0.4	2	105	-3	1	3	-0.1	4	CCC(C)(C)C1CCC2(CC1)NC(=O)N(CC(=O)Nc1nc(-c3ccc(C)cc3)cs1)C2=O (centres undefined)
10	-1	2	-3.1	10	99	7	0	-8	0.3	2	COc1ccc(CN2CCC(C(=O)Nc3ccc(Oc4cccnc4)cc3)CC2)cc1
11	x	4	-1.2	6	93	-11	-2	10	0.2	0	CN(C(=O)c1ccccc1NC(=O)C(F)(F)F)c1ccccc1
12	x	-4	4.9	-31	106	-8	-4	8	-0.9	0	O=C(COc1c(F)c(F)c(C(F)(F)F)c(F)c1F)Nc1ccc(N2CCOCC2)c(Cl)c1
13	2	-1	-1.8	9	108	2	-4	1	-1.1	-1	COc1ccc(CCNC(=O)CN2CCOc3ccccc32)cc1OC
14	12	7	-2.3	12	98	-7	2	31	-1.5	-1	CCn1c(COc2ccc(=O)n(-c3ccccc3)n2)n[nH]c1=S
15	-1	-4	1.9	-9	103	-5	-1	26	-0.2	-1	O=C(N/N=C/c1cc2c(c([N+](=O)[O-])c1)OCO2)c1ccncc1
16	7	5	-3.0	15	97	11	-4	16	-0.9	-4	COc1ccc(C(=O)NCc2nnc(SCC(=O)c3ccc(F)cc3)n2C)cc1OC
17	6	-2	0.0	0	100	-1	0	17	-1.3	2	O=C(Nc1ccccc1F)c1ccncc1
18	1	0	-3.5	17	101	-3	-1	-7	-0.3	-4	O=C1C2C3CCC(CC3)C2C(=O)N1c1ccccc1 (centres undefined)
19	-1	6	1.3	-7	95	4	7	29	0.4	-1	Nc1nc2nc(-c3ccccc3)cc(C(F)(F)F)c2s1
20	-3	-16	8.2	-43	116	3	1	-4	0.4	-2	NS(=O)(=O)c1ccc(CNC(=O)c2cc(-c3ccccn3)nc3ccc(Cl)cc23)cc1
21	2	-4	-2.7	14	93	-4	-1	7	-0.4	0	COC(=O)c1ccccc1-n1c(C)nc(=O)c(-c2ccccc2)c1C
22	x	-9	-3.8	20	106	7	2	0	0.1	-8	Cc1cc2cc(CN(Cc3ccco3)C(=O)C3CCCCC3)c(=O)[nH]c2cc1C
23	-4	-10	-3.1	16	x	1	-1	14	1.8	5	Cc1ccccc1S(=O)(=O)Cc1ccc(C(=O)NC2CC2)o1
24	-1	-3	1.7	-9	102	-1	-2	15	2.7	0	O=C(COCc1ccccc1)N[C@@H]1c2ccccc2CC[C@H]1OCc1ccccc1
25	-2	2	-0.9	5	116	-2	-3	36	3.1	0	CC(=O)Nc1c(Cl)cc2c(c1Cl)C(=O)c1ccccc1-2
26	1	-8	-1.4	7	91	6	2	-2	0.3	-1	O=C(O)CNS(=O)(=O)c1c(Cl)cccc1Cl
27	-2	-6	0.7	-3	92	1	3	2	13	0	CCOc1ccc(S(=O)(=O)N2CCN(C(=S)NC3CC3)CC2)cc1
28	x	-3	-2.0	11	97	-1	3	39	0.3	-9	CCOC(=O)c1c(C)oc2c(CN3CCN(C)CC3)c(Br)c(OC)c(O)c12
29	-1	-2	-2.7	13	100	-7	-1	20	-0.3	0	CCc1ccccc1NC(=O)Cn1ccn(-c2ccc(OC)cc2)c(=O)c1=O
30	0	-15	-3.9	19	123	-3	2	8	3.3	-1	O=C(CCCCCCC(=O)NCc1ccccc1)NCc1ccccc1
31	3	-9	-0.9	6	96	2	1	-7	-2.2	-8	Cc1ccc(C(=O)NC(C)c2ccc(-n3ccnc3)cc2)cc1S(=O)(=O)N1CCOCC1 (centres undefined)
32	x	-23	-1.5	8	x	1	-1	14	-1.3	-2	COC(=O)CN(c1ccccn1)S(=O)(=O)c1ccccc1
33	-2	0	0.4	-2	104	1	-6	5	0.8	-1	Cc1ccccc1-n1c(=O)cc(N2CCN(Cc3ccccc3)CC2)[nH]c1=O
34	x	-3	-1.1	6	98	4	1	7	-1.5	-4	COc1ccc(NC(=O)CN2CCN(S(=O)(=O)c3ccc(F)cc3)CC2)cc1Cl
35	0	-3	-0.9	5	97	7	5	2	-1.1	-1	COc1ccccc1/C=C/C=N/NC(=O)c1cnccn1
36	0	-4	-0.3	2	112	1	0	13	1.6	0	CC(=O)N1c2ccc(S(=O)(=O)N3CCCC3)cc2CC1C(=O)NCc1ccc(N(C)C)cc1 (centres undefined)
37	-1	-10	-1.1	5	100	-3	3	6	-2.8	-4	O=C(O)CCc1ccc(-c2ccc(Cl)cc2)n1CC(=O)Nc1ccccc1
38	0	-2	-1.2	6	95	-2	-4	5	-1.8	-7	Cc1cc(-c2ccc(C)c(S(=O)(=O)NCCC(C)N3CCCCCC3)c2)on1 (centres undefined)
39	-1	4	-3.4	15	94	0	-1	6	-0.7	-4	O=C(c1ccc(Cl)cc1)N1CCOc2ccccc21
40	-2	-4	-1.8	9	80	2	-3	6	-1.5	-2	CCN1CCN(C(=S)Nc2ccc(Cl)c(Cl)c2)CC1
41	-1	-17	-3.3	16	106	-1	4	-2	-0.5	-2	O=C(NCCN1CCOCC1)c1ccc(=O)n(Cc2ccc(Cl)cc2)c1
42	x	-1	0.7	-4	104	-4	0	30	1.5	1	CCOC(=O)Nc1oc2ccccc2c(=O)c1CN1CCOCC1

Quoted from above, nos. 21–32
nr	Wnt act	RTF Ca sens inh	OPRM1-OPRD1 ag	OPRM1-OPRD1 inv	DSG3 Ab inh	RTF Ca sens act	V-ATPase pHluor	Arrestin-AP2 inh	LANA DNA inh	Keap1 Nrf2 FP	molecule
21	2	-4	-2.7	14	93	-4	-1	7	-0.4	0	COC(=O)c1ccccc1-n1c(C)nc(=O)c(-c2ccccc2)c1C
22	x	-9	-3.8	20	106	7	2	0	0.1	-8	Cc1cc2cc(CN(Cc3ccco3)C(=O)C3CCCCC3)c(=O)[nH]c2cc1C
23	-4	-10	-3.1	16	x	1	-1	14	1.8	5	Cc1ccccc1S(=O)(=O)Cc1ccc(C(=O)NC2CC2)o1
24	-1	-3	1.7	-9	102	-1	-2	15	2.7	0	O=C(COCc1ccccc1)N[C@@H]1c2ccccc2CC[C@H]1OCc1ccccc1
25	-2	2	-0.9	5	116	-2	-3	36	3.1	0	CC(=O)Nc1c(Cl)cc2c(c1Cl)C(=O)c1ccccc1-2
26	1	-8	-1.4	7	91	6	2	-2	0.3	-1	O=C(O)CNS(=O)(=O)c1c(Cl)cccc1Cl
27	-2	-6	0.7	-3	92	1	3	2	13	0	CCOc1ccc(S(=O)(=O)N2CCN(C(=S)NC3CC3)CC2)cc1
28	x	-3	-2.0	11	97	-1	3	39	0.3	-9	CCOC(=O)c1c(C)oc2c(CN3CCN(C)CC3)c(Br)c(OC)c(O)c12
29	-1	-2	-2.7	13	100	-7	-1	20	-0.3	0	CCc1ccccc1NC(=O)Cn1ccn(-c2ccc(OC)cc2)c(=O)c1=O
30	0	-15	-3.9	19	123	-3	2	8	3.3	-1	O=C(CCCCCCC(=O)NCc1ccccc1)NCc1ccccc1
31	3	-9	-0.9	6	96	2	1	-7	-2.2	-8	Cc1ccc(C(=O)NC(C)c2ccc(-n3ccnc3)cc2)cc1S(=O)(=O)N1CCOCC1 (centres undefined)
32	x	-23	-1.5	8	x	1	-1	14	-1.3	-2	COC(=O)CN(c1ccccn1)S(=O)(=O)c1ccccc1
